FBW7 activator: human FBW7 E3 ligase activation, primary screen; Q969H0; 0.13% of 650,000 active; normalized activity (activation), % at 26.1 µM; AlphaScreen FBW7–phospho-cyclin E peptide binding, activator screen; in the data active means normalized activity above about 1.9%;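 further: purified mutant Fbw7 with reduced substrate affinity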
Target sequence (Q969H0 whole entry, looked up): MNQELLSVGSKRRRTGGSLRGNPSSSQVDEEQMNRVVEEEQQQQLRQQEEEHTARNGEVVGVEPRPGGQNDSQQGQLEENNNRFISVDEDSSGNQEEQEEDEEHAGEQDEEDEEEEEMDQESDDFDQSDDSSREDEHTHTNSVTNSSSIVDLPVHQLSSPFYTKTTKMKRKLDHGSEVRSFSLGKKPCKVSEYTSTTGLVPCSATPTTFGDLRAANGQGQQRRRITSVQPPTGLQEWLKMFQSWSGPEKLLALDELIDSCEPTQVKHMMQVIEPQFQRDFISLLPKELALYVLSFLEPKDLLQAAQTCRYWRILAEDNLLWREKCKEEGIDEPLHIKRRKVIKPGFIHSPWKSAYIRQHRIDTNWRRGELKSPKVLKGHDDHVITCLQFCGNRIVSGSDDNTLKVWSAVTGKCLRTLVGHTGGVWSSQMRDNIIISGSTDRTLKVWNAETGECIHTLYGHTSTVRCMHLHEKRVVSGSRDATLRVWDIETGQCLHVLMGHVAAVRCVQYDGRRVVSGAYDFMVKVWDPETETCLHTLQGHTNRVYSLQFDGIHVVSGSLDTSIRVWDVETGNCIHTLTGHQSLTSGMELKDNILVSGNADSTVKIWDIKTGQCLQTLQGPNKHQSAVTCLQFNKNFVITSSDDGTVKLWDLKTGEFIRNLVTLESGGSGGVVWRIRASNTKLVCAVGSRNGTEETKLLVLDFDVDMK
GPR151 ag: human GPR151 activation. Q8TDV0. PathHunter beta-arrestin GPR151 cells, luminescence. activation, % at 11.2 µM. 1% of 650,000 active. AID 1508602; in the data active means activation above about 4.9%;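 further: 0% = median of compound wells and 100% = cells with positive control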
TEAD-YAP inh: TEAD-YAP interaction inhibition. AID 1259422. 1.4% of 640,000 active. HEK-TIYL cells, TEAD-Gal4/YAP UAS-luciferase luminescence. inhibition, % at 9.12 µM; in the data active means inhibition above about 32%;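 further: 0% = median of test compound wells and 100% = reference inhibitor wells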
MITF inh: inhibitors of human MITF; O75030; AlphaScreen MITF homodimerization, bead proximity signal; inhibition, % at 2.6 µM; 0.91% of 650,000 active; in the data active means inhibition above about 50%;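 further: 0% = vehicle wells with protein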
* = called active by the depositor.

mol,TEAD-YAP inh,GPR151 ag,FBW7 activator,MITF inh
Cc1ncc(-c2ccc(F)cc2)c(C2CCCN(Cc3c(C)nc4sccn34)C2)n1 (stereo not given),-13.0,-0.5,-0.1,6.2
COc1ccccc1C1C(C#N)=C(N)Sc2c1c(=O)oc1ccccc21 (stereo not given),-6.7,-0.5,0.2,-12.7
CC(Nc1cc(N2CCN(C(=O)c3ccccc3Cl)CC2)ccc1[N+](=O)[O-])c1ccccc1 (stereo not given),-20.1,0.7,-0.4,1.0
COc1cc(OC)c(NC(=O)Cc2ccccc2OC)cc1Cl,-3.3,-1.1,0.0,-18.6
COC(=O)c1cc(S(=O)(=O)N2CCN(c3ccc(OC)cc3)CC2)oc1C,2.0,-0.9,0.2,0.5
CCOC(=O)c1c(C)n(C)c2c1cc(OC)c1ccccc12,-2.4,0.0,-0.1,-3.6
COc1cccc(/C=C2/SC(=O)N(C)C2=O)c1OCc1ccc(C(=O)O)cc1,1.3,-0.6,-0.2,12.7
COc1cccc2c1ncc1c(C)nn(-c3ccc(F)cc3)c12,-12.4,0.2,-0.2,-1.1
CC1(C)CC(=O)c2cc(OCC(=O)NCCN3CCOCC3)ccc2O1,-1.0,0.4,0.0,2.2
CC(C)C(NC(=O)NC12CC3CC(CC(C3)C1)C2)C(=O)O (stereo not given),-1.8,3.6,0.0,-8.6
CCCc1[nH]n(-c2ccc(F)cc2)c(=O)c1C=NC1CCCCCC1,5.6,2.1,0.0,5.5
CCC[C@@H]1NC(=O)[C@H]2CN(Cc3cnn(-c4ccccc4F)c3)CCN2C1=O,-6.9,-1.7,-0.3,-6.5
COC(=O)c1ccc(/C=C2/SC(=Nc3ccccc3Cl)NC2=O)cc1,12.5,0.2,-0.1,12.4
CCN1CCN(C(c2ccc(OC)cc2)c2nnnn2C(C)(C)C)CC1 (stereo not given),-52.2,1.0,0.2,-9.3
O=C1C=CC2=C3c4cc(O)c(O)cc4C[C@@]3(O)COC2=C1,5.1,-0.9,-0.3,88.1*
O=C(NCC(c1ccsc1)N1CCc2ccccc2C1)Nc1cccs1 (stereo not given),-3.8,-1.1,-0.1,4.6
CCC(CC)C(=O)Nc1nnc(SCC(=O)Nc2ccc(C)cc2)s1,9.6,0.1,0.0,-17.4
CCOC(=O)c1oc2ccccc2c1CSc1nnc(-c2ccco2)o1,-5.3,0.2,0.1,14.7
O=C(NC1CCCC1)c1cccnc1N1CCCCCC1,-10.1,-1.2,-0.1,3.5
CCOc1cc([N+](=O)[O-])ccc1N1C(=O)CC(N2CCN(Cc3ccccc3)CC2)C1=O (stereo not given),1.1,-0.5,-0.1,-7.4
CCCCC(=O)Nc1nnc(S(=O)(=O)N2CCC(C)CC2)s1,4.8,0.3,0.0,0.6
CCS(=O)(=O)N1CCC(Cn2nc(-c3cccs3)ccc2=O)CC1,9.0,1.2,0.1,5.5
CCCCn1c(COc2ccc(OC)cc2)nc2ccccc21,-15.2,0.4,-0.1,6.9
COc1ccc(/C=C2\N=C(c3c(-c4ccccc4)noc3C)OC2=O)cc1,-9.6,-0.7,-0.1,-0.5
CC(=O)C1=C(c2ccccc2)OC(N)=C(C#N)C1c1cccc([N+](=O)[O-])c1 (stereo not given),1.2,1.1,-0.1,-4.0
CC1CCN(C(=O)c2ccccc2C(=O)Nc2ccc3[nH]c(=S)sc3c2)CC1,-7.8,0.3,0.0,-1.0
Cc1ccc(C(=O)Nc2c3c(nn2-c2ccc(F)cc2)CS(=O)C3)cc1C (stereo not given),-2.5,-0.8,0.2,9.6
CC(C)(C)C1CCc2c(sc(NC(=O)c3cc4nc(-c5cccs5)cc(C(F)(F)F)n4n3)c2C#N)C1 (stereo not given),-7.7,-0.1,0.0,1.1
N#CC1=C(N)OC2=C(C(=O)CCC2)C1c1ccsc1 (stereo not given),-4.7,-0.6,-0.1,-57.4
O=C(COc1ccc(Cl)cc1Cl)NNC(=S)NCc1ccco1,-13.8,-0.9,-0.1,-8.6
Cc1ccccc1OCC(=O)Nc1cccc(-c2cc3ccccc3oc2=O)c1,7.3,0.1,0.3,14.3
CCOC(=O)C1CCN(C(=S)Nc2cc(OC)ccc2OC)CC1,9.3,0.5,-0.1,0.6
Nc1ncc(Br)cc1[N+](=O)[O-],-32.5,-1.5,0.0,11.6
CCOC(=O)CN1C(=O)S/C(=C/c2cccc(C(F)(F)F)c2)C1=O,7.0,1.8,0.0,10.5
O=C(Cc1ccccc1[N+](=O)[O-])Nc1nnc(C2CCCCC2)s1,-21.2,0.2,-0.1,3.0
CCOC(=O)c1c(NC(=O)CN2CCOCC2)sc2c1CCCC2=O,4.7,1.3,-0.1,8.0
COC(=O)c1ccccc1NC(=O)Oc1ccc(F)cc1,-7.0,0.6,0.0,2.6
O=C(Nc1ccc(Oc2ccccc2)cc1)C1C2C=CC3(O2)C1C(=O)N(CCN1CCOCC1)C3C(=O)NC1CCCCC1 (stereo not given),-1.9,1.0,0.4,4.5
O=S1(=O)N=C(N=Nc2c(O)[nH]c3ccccc23)c2ccccc21,2.8,0.1,0.2,3.5
COc1ccn2c(CCCN(C)S(C)(=O)=O)nc(-c3cccs3)c2c1,-3.0,-0.9,-0.3,17.2
CCC(=O)N1c2ccccc2NC2=C(C(=O)CCC2)C1c1ccc(Cl)cc1 (stereo not given),6.1,0.3,0.1,13.8
CCOC(=O)Cc1csc(NC(=O)CSc2nnc(C)n2C)n1,1.2,0.4,0.3,15.7
COc1ccc(Br)cc1C(=O)NCCNc1ccc(Cl)cc1[N+](=O)[O-],9.1,-0.6,-0.1,-3.7
O=C(CSc1nc2ccccc2s1)Nc1ccccc1[N+](=O)[O-],-20.4,0.0,-0.5,9.4
CC(C)c1nc2ccccc2c2nn(CC(=O)NC3CCCC3)c(=O)n12,19.4,-0.4,0.0,8.4
Cc1cn2c(=O)c(C(=O)NCc3ncc(C(F)(F)F)cc3Cl)cnc2s1,4.4,-1.0,0.2,-1.0
CCCS(=O)(=O)Nc1ccc(Cl)c(C(F)(F)F)c1,-0.1,-1.2,0.0,-6.4
O=C(Cc1ccccc1)NCc1nnc2n1CCN(Cc1cccc(Cl)c1)CC2,-2.9,-1.9,-0.1,-0.7
Cc1nc2ccccc2n1CC(=O)OCc1ccc(C#N)cc1,-1.2,0.3,-0.1,-4.5
O=C1CCCN1CCn1cnc2c(Nc3ccc4c(c3)OCO4)nc(Nc3nccc4ccccc34)nc21,1.9,-0.8,0.0,9.0

(further entries)
mol,TEAD-YAP inh,GPR151 ag,FBW7 activator,MITF inh
Cc1ccc(C)c(OCCCNC(C)(C)C)c1,-2.8,0.1,0.6,9.5
CCc1nn(CCCC(=O)NCCCN2C(C)CCCC2C)c(=O)c2cc3occc3n12 (stereo not given),-3.4,0.0,0.8,8.4
COc1ccc(-n2ccnc2SCC(=O)Nc2ccc(C(C)=O)cc2)c(OC)c1,-5.8,1.0,-0.2,-0.6
CCCn1ncc([C@@H]2C[C@H]3CN(C4CCN(C)CC4)C(=O)[C@]34CCCN24)c1C,-1.9,-0.6,0.1,15.3
CC(C)NS(=O)(=O)c1ccc(CCC(=O)Nc2ccc3c(c2)OCCO3)cc1,1.4,-0.3,0.1,7.1
CCOC(=O)CCN1CCc2nc(C)nc(N3CCOCC3)c2C1,-2.5,0.1,-0.1,-9.8
Cc1[nH]c2ccccc2c1C(=O)CSc1ncnc2sccc12,1.0,0.1,0.4,-20.1
O=C(Nc1nc2c(F)cc(F)cc2s1)c1ccc(Cl)cc1,-21.6,1.2,0.1,-9.9
COc1ccc(CN(Cc2ccccc2)C(=S)Nc2ccc(F)cc2)cc1OC,-4.9,-0.3,0.2,8.6
CCN1CCN(C(=O)C2CCN(C(=O)c3cc4sccc4n3CC)CC2)CC1,8.5,0.3,0.1,-3.4
Cc1cc(OCCOc2ccc(/C=C3/C(=N)N4N=C(C(C)C)SC4=NC3=O)cc2)ccc1Cl,5.3,0.0,-0.1,6.8
Nc1ccccc1SCC(=O)Nc1ccc(N2CCOCC2)cc1,5.7,-0.6,0.1,8.4
CC(=O)Nc1ccc(S(=O)(=O)N2CCSC2)cc1,5.8,0.4,-0.1,11.9
Cc1nc2ccccc2c2nn(CC(=O)N3CCNC(=O)C3(C)C)c(=O)n12,0.9,-0.1,0.1,0.3
COc1ccc(NC(=O)C(C)n2c(C)c3cnn(-c4ccccc4)c(=O)c3c2C)cc1OC (stereo not given),13.6,-1.9,0.5,11.7
CNC(=O)[C@@H]1C[C@@H](NCc2ccc(N(C)C)cc2)CN1Cc1ccc2ccccc2c1,4.7,1.9,-0.4,6.7
O=C1NC(=S)S/C1=C/c1cccn1-c1ccc(O)cc1,5.1,-2.1,-0.3,7.1
CSc1nc(C)cc(OCCNC(=O)COc2ccc(Cl)cc2C)n1,-1.9,-0.2,0.0,8.2
COc1ccccc1NC(=O)CSc1ccc2nnc(-c3ccccc3)n2n1,-8.6,0.1,0.0,-17.7
Cc1ccc(NC(=O)CSc2nc3[nH]ncc3c(=O)[nH]2)c(C)c1,-14.3,0.1,0.3,-4.3
O=C(c1ccc(CSc2ccc(Cl)cc2)cc1)N1CCOCC1,-10.3,1.1,0.0,9.9
COc1ccc(-n2c(SCC(=O)Nc3cccc(Cl)c3C)nc3[nH]ncc3c2=O)cc1,12.1,1.2,-0.2,3.7
Cc1cc(NCCCN(C)C)n2c(nc3ccccc32)c1C#N,50.4*,-1.2,0.1,14.0
CC(=O)c1cccc(-c2nccc(Nc3ccc(N4CCOCC4)cc3)n2)c1,-17.2,1.6,-0.1,2.6
Cc1ccc(C)n1-c1ccc2cnccc2c1,1.8,-0.3,0.0,-1.1
O=C(Nc1cc(C(F)(F)F)ccc1Cl)c1cccc(NC(=O)C(F)(F)F)c1,12.0,-0.8,0.5,15.1
CC1CCCCN1C(=O)CCc1nnc(Cc2c[nH]c3ccccc23)o1 (stereo not given),-7.0,0.8,0.1,-1.0
CCN(CCCN1C(=O)C2C(C(=O)Nc3cccc(C)c3)C3C=CC2(O3)C1C(=O)NC1CCCC(C)C1C)Cc1ccccc1 (stereo not given),6.7,0.6,-0.1,9.1
CC[C@@H]1NC(=O)[C@@H]2C[C@H](NC(=O)Nc3cccc(Cl)c3)CN2C1=O,8.6,-0.4,0.0,0.4
CCCCOC(=O)c1ccccc1N1C(=O)C2C3CCC(C3)C2C1=O (stereo not given),5.3,1.0,0.7,-10.8

Record cards (already shown):
COc1ccc(CN(Cc2ccccc2)C(=S)Nc2ccc(F)cc2)cc1OC across the screens: TEAD-YAP inh = -4.9; GPR151 ag = -0.3; FBW7 activator = 0.2; MITF inh = 8.6
CCOC(=O)C1CCN(C(=S)Nc2cc(OC)ccc2OC)CC1 across the screens: TEAD-YAP inh = 9.3; GPR151 ag = 0.5; FBW7 activator = -0.1; MITF inh = 0.6
COc1ccn2c(CCCN(C)S(C)(=O)=O)nc(-c3cccs3)c2c1 across the screens: TEAD-YAP inh = -3.0; GPR151 ag = -0.9; FBW7 activator = -0.3; MITF inh = 17.2

(cont.)
mol,TEAD-YAP inh,GPR151 ag,FBW7 activator,MITF inh
CCOC(=O)C1(Cc2cccc(F)c2)CCN(Cc2ccccn2)CC1,17.1,-2.2,-0.1,6.2
CC1CCCN(S(=O)(=O)c2cccc([N+](=O)[O-])c2)C1 (stereo not given),3.5,1.0,-0.2,-5.3
O=C(CC(c1cccs1)S(=O)(=O)c1ccccc1)c1ccc(F)cc1 (stereo not given),-15.9,0.9,-0.1,0.3
O=C(COc1ccccc1Cl)NC(=S)Nc1ccc(C(=O)O)cc1,-0.3,0.2,-0.1,13.2
CC1=C(C(=O)N2CCOCC2)C(c2ccccc2F)n2c(nc3ccccc32)N1 (stereo not given),1.9,0.1,0.1,-5.3
N#Cc1ccc(OCC(=O)NCc2ccco2)cc1,-6.5,0.8,0.0,6.6
O=S(=O)(Nc1ccc(Oc2cccnc2)cc1)c1ccc2ccccc2c1,-12.3,0.9,0.5,8.2
CCOc1ccc(C(Cc2cc(Cl)cc(Cl)c2O)[N+](=O)[O-])cc1OCC (stereo not given),12.1,-0.8,0.4,11.5
CC(NC(=O)c1ccc(Br)o1)C1CC2CCC1C2 (stereo not given),15.6,-0.8,0.3,1.2
Cc1cccc(NC2=CC(=O)CC(C)(C)C2)c1C,6.9,-0.1,0.1,3.9
CCOc1ccc(CCNC(=O)c2sc3nc(C)cc(COC)c3c2N)cc1OCC,10.3,0.7,0.2,-7.6
O=C(c1cc(Cl)ccc1Cl)N1CCCc2ccccc21,7.3,-0.6,-0.2,2.8
COc1cccc(N2C(=O)CC(NNC(=O)c3ccccc3)C2=O)c1 (stereo not given),6.1,0.4,0.6,15.2
Nc1nc(NCc2nc3ccccc3[nH]2)cc(Nc2ncccn2)n1,-7.7,0.0,-0.1,2.4
O=C(N1CCOCC1)N1CCc2nc(N3CCOCC3)[nH]c(=O)c2C1,-4.4,-1.1,0.0,-4.7
CCOc1ccc(OCC(=O)Nc2nccs2)cc1,79.4*,-8.5,-0.1,2.9

Assay outcomes: PubChem BioAssay, The Scripps Research Institute Molecular Screening Center
